TEAD-YAP inh: TEAD-YAP interaction inhibition. HEK-TIYL cells, TEAD-Gal4/YAP UAS-luciferase luminescence. inhibition, % at 9.12 µM. 1.4% of 640,000 active. AID 1259422; in the data active = inhibition above about 32%;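 note: 0% = median of test compound wells and 100% = reference inhibitor wells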
MITF primary: human MITF inhibition, primary screen; AID 1259374; AlphaScreen MITF homodimerization, bead proximity signal; inhibition, % at 2.6 µM; 0.91% of 650,000 active; in the data active = inhibition above about 50%;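 note: 0% = vehicle wells with protein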
GPR151 activ: activators of human GPR151 | Q8TDV0 | 1% of 650,000 active | activation, % at 11.2 µM | PathHunter beta-arrestin GPR151 cells, luminescence | AID 1508602; in the data active = activation above about 4.9%;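 note: 0% = median of compound wells and 100% = cells with positive control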
FBW7 activator: activators of human E3 ligase FBW7; Q969H0; AlphaScreen FBW7–phospho-cyclin E peptide binding, activator screen; normalized activity (activation), % at 26.1 µM; 0.13% of 650,000 active; AID 1259310; in the data active = normalized activity above about 1.9%;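 note: purified mutant Fbw7 with reduced substrate affinity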
Target sequence (Q969H0 whole entry, looked up): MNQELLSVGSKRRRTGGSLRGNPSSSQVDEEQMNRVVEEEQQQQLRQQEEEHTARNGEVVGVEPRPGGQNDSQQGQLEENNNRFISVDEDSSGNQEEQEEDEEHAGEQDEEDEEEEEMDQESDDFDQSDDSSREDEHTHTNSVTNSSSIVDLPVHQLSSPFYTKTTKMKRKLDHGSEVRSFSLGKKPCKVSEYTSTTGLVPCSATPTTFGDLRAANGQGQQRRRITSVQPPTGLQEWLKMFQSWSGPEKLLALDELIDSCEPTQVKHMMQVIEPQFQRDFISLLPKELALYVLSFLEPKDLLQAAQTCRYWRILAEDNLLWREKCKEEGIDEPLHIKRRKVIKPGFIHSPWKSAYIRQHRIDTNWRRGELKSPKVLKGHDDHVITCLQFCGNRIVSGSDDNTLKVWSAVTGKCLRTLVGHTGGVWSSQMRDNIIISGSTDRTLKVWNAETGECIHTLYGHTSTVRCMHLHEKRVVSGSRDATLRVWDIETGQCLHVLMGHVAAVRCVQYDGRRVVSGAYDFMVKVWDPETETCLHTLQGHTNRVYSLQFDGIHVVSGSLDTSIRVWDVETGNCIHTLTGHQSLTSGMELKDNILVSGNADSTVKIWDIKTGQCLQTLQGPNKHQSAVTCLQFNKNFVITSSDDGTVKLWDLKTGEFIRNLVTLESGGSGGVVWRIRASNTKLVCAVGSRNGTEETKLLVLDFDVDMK
The depositor's hits bear a star.

No.	SMILES	TEAD-YAP inh	MITF primary	GPR151 activ	FBW7 activator
1	Cc1ccc(OCC(=O)Nc2sc(C)c(C)c2C(N)=O)c(C)c1	-7.6	10.7	0.9	0.1
2	COc1ccc(NC(=O)CN(C)S(=O)(=O)c2ccc3c(c2)SCC(=O)N3)cc1	-4.0	12.0	-0.6	-0.1
3	COc1cc(OC)cc(C(=O)N2CC(=O)N(c3ccccc3SC)C(C)C2)c1 (stereo not given)	15.7	-3.5	-0.3	0.0
4	O=C(Nc1cccc2cccnc12)c1ccccc1F	-29.9	3.2	-0.6	0.5
5	N/C(=N\OC(=O)CCCOc1ccccc1)c1cccc(Br)c1	0.9	14.4	-0.7	0.3
6	Cc1cc(Cl)ccc1OCC(=O)NCc1ccccc1	-1.1	-31.7	-0.3	-0.1
7	CCOC(=O)c1c(C)n(CCOc2cccc(Cl)c2Cl)c2ccc(O)cc12	-4.5	11.5	-1.6	0.2
8	CCN(CC)CCCNc1nc2ccccc2c2nc(-c3ccncc3)nn12	79.8*	-6.7	-0.8	0.1
9	O=C(CCC1(Cc2ccccc2)CCC(=O)N1)NCCn1ccc2ccccc21 (stereo not given)	-0.9	2.2	0.1	0.0
10	COC(=O)CNS(=O)(=O)c1ccc(NC(C)=O)cc1	-2.5	2.8	-0.4	-0.1
11	COc1cc(NC(=S)NCC2CCCO2)cc(OC)c1 (stereo not given)	1.7	-3.6	0.3	-0.1
12	O=C(NC(=S)NCCc1ccccc1)c1ccccc1	-3.9	-1.2	0.3	0.0
13	Cc1c(Cl)cccc1NC(=S)N1CCC(C(N)=O)CC1	-6.8	-0.5	1.2	-0.1
14	Cc1ccc(OCc2ccc(C(=O)O)cc2)cc1	-60.6	12.6	-8.3	0.3
15	CSc1ccc(C(=O)C2CCCN(C(=O)c3c(C)[nH]c(C(C)=O)c3C)C2)cc1 (stereo not given)	4.0	-0.2	-0.3	-0.1
16	O=S(=O)(c1cccc(-c2nc3ccccc3s2)c1)N1CCOCC1	-10.2	-6.9	1.0	-0.1
17	O=C(COc1cccc(I)c1)NCc1cccs1	3.1	-36.3	-1.5	0.0
18	CCN(CC)C(=O)CN(c1cccc(C)c1C)S(=O)(=O)c1ccccc1	7.0	9.9	-1.0	0.2
19	O=C(Cn1cnc2c(oc3ccccc32)c1=O)c1ccc(Cl)cc1	-8.7	-0.2	0.5	-0.1
20	CCOc1ccc(Nc2nc(-c3ccc(Cl)cc3)nc3ccccc23)cc1	1.3	4.6	2.0	-0.1
21	O=C(Cc1cccc2ccccc12)NN1C(=O)C2C3C=CC(C4CC34)C2C1=O (stereo not given)	-4.5	6.5	2.2	-0.1
22	CCOc1ccccc1NC(=O)CSc1ccc(-c2cccnc2)nn1	-8.2	12.5	-0.6	0.0
23	Cc1ccc2[nH]c(=O)c(CN(Cc3cccnc3)Cc3nnnn3CC3CCCO3)cc2c1 (stereo not given)	-15.4	-5.6	-0.2	-0.1
24	CNC(=O)CSc1nnnn1-c1cc(OC)ccc1OC	11.9	-11.5	-0.6	-0.2
25	CCOC(=O)c1c(NC(=O)c2cc3ccccc3c(=O)o2)sc(C(C)=O)c1C	1.4	2.2	1.4	0.0
26	O=C1c2ccccc2C(=O)c2c(O)ccc(O)c21	0.7	5.2	17.9*	0.0
27	C/C(=N\N)c1ccc(OC(C)C(=O)NN)cc1 (stereo not given)	2.6	11.5	1.3	0.2
28	Cc1ccc(-c2cc(-c3ccccc3)nc(N(C)N)n2)cc1	-5.1	5.3	0.4	0.1
29	O=C(c1ccccc1)N1CC(COc2ccccc2)OC(c2ccccc2[N+](=O)[O-])O1 (stereo not given)	-0.9	13.1	2.2	-0.1
30	CCOc1ccccc1NC(=O)NC(=O)N(c1ccccc1)S(C)(=O)=O	-0.5	-3.2	1.0	0.1
31	Cc1cc(NC(=O)CSc2nc3cc(C(=O)N4CCC(C(N)=O)CC4)ccc3c(=O)n2Cc2ccco2)n[nH]1	-4.2	-5.1	0.4	0.0
32	O=C(NCc1ccccc1)c1cnn2c(C(F)(F)F)cc(-c3ccc(Br)cc3)nc12	6.2	21.2	-1.5	0.3
33	Cc1cnc(C(=O)Oc2c(C)ccc(C)c2C)cn1	-0.4	-2.7	0.6	0.2
34	COc1ccc(Cl)cc1NC(=O)c1n[nH]c2ccccc12	-8.5	-5.7	-1.6	0.0
35	N#Cc1c2c(c(-n3cnc4ccccc43)n3c1nc1ccccc13)CCC2	-9.3	1.1	-1.1	-0.1
36	COC(=O)c1ccc(C(=O)Nc2ccc(Cc3ccc(NC(=O)c4ccc(C(=O)OC)cc4)cc3)cc2)cc1	-2.7	9.2	0.7	-0.1
37	CC1CCCN(C(=O)C2CCN(S(=O)(=O)c3cnc[nH]3)CC2)C1 (stereo not given)	4.3	-3.6	0.5	-0.1
38	COc1cccc(-c2nc(C=Nc3cccc([N+](=O)[O-])c3)c(O)o2)c1	-8.6	-13.0	0.6	0.0
39	COc1ccc(S(=O)(=O)Nc2cc3sc(=O)oc3c3ccccc23)cc1OC	-11.3	-7.5	-0.8	0.0
40	CCOc1ccc(C(=O)N2CCC3(CC2)OCCN3S(=O)(=O)c2ccc(OC)cc2)cc1	14.7	22.7	-1.0	0.2
41	COc1ccc(OCC(=O)NC(=S)Nc2cccc(-c3nc4ncccc4o3)c2C)cc1	-1.9	7.8	0.4	-0.2
42	COc1ccc(C2C=C(c3ccc(C)cc3)Nc3nc4ccccc4n32)cc1 (stereo not given)	15.3	-0.4	-2.4	0.1
43	Cc1ccccc1-c1nc2cc(NC(=O)c3cccs3)ccc2o1	-41.4	-2.0	-1.0	0.3
44	Cc1ccc(Nc2nc(Cl)c(C=O)s2)cc1	23.8	4.3	-0.2	0.6
45	COc1ccc(-c2cc3nc(C)cc(N4CCN(C(C)=O)CC4)n3n2)cc1	-4.7	-5.5	-0.2	0.2
46	O=C(CCNC(=O)Cn1cnc2sc3c(c2c1=O)CCCC3)NCc1ccco1	4.8	-7.1	1.0	0.1
47	Cc1ccc(SCc2cc(=O)[nH]c(Nc3nc(C)c4ccccc4n3)n2)cc1	-3.7	14.6	-1.4	0.2
48	CCOC(=O)c1c(NC(=O)CSc2nnc(CNC(=O)c3cccc(F)c3)n2-c2ccccc2OC)sc2c1CCCC2	6.2	1.2	0.8	-0.2
49	N#Cc1ccccc1NC(=O)COC(=O)c1[nH]c(=O)[nH]c(=O)c1N	12.0	9.7	0.8	-0.7
50	O=C1NC(c2ccccc2)C(C(=O)c2ccc(Br)cc2)C(O)(C(F)(F)F)N1 (stereo not given)	8.6	23.0	2.0	0.1

Grouped by structure: those above containing a CF3 group (2)
No.	SMILES	TEAD-YAP inh	MITF primary	GPR151 activ	FBW7 activator
32	O=C(NCc1ccccc1)c1cnn2c(C(F)(F)F)cc(-c3ccc(Br)cc3)nc12	6.2	21.2	-1.5	0.3
50	O=C1NC(c2ccccc2)C(C(=O)c2ccc(Br)cc2)C(O)(C(F)(F)F)N1 (stereo not given)	8.6	23.0	2.0	0.1

Following part.
No.	SMILES	TEAD-YAP inh	MITF primary	GPR151 activ	FBW7 activator
51	Cc1ccc(-c2nnc(Nc3ccc(Cl)cc3)c3ccccc23)cc1S(=O)(=O)N1CCOCC1	5.0	-5.6	0.0	0.0
52	C1=C(c2ccccc2)SC=C(c2ccccc2)S1	-18.4	17.3	-1.6	0.4
53	CCOc1ccc(CC(=O)Nc2cc(-n3c(C)nc4ccccc4c3=O)ccc2Cl)cc1	-1.3	-7.2	2.2	-0.2
54	O=C(CSc1cccc[n+]1[O-])N1CCCCCC1	1.9	2.4	2.4	0.1
55	COc1ccccc1CNC(=O)CC(C(=O)N1CCc2ccccc21)n1ccnc1 (stereo not given)	2.1	0.6	0.3	-0.1
56	CC(=O)N(C)c1ccc(NC(=O)c2ccc3c(c2)OCO3)cc1	-57.1	-2.3	-4.3	0.0
57	C=COCCNC(=O)C(=O)Nc1ccc(C)c(C)c1	-23.5	-5.4	0.1	0.0
58	CC1(C)CC(=O)C2=C(C1)N1C(=C(C#N)C2c2cccnc2)NC(=O)c2c1sc1c2CCCC1 (stereo not given)	7.8	10.6	-0.4	0.1
59	COc1ccccc1NC(=O)C1=C(C)NC(=O)NC1c1ccccc1OC (stereo not given)	-0.2	-12.1	-1.2	-0.1
60	CCC(=O)Nc1ccc(S(=O)(=O)N2CCOCC2)cc1	10.9	-1.9	1.2	0.1
61	COc1cc(Nc2cc(N3CCN(c4ccccn4)CC3)c3noc4c3c2C(=O)c2ccccc2-4)cc(OC)c1OC	-5.4	9.4	0.8	-0.1
62	O=S1(=O)N=C(N(CCO)/N=C/c2ccc(Br)o2)c2ccccc21	-2.6	-6.2	-0.2	0.1
63	CCC(C)Nc1ncnc2sc3c(c12)CCCC3 (stereo not given)	-10.8	14.2	1.4	0.0
64	COc1ccc(C)cc1NC(=O)c1cc(S(=O)(=O)N2CCN(c3cccc(C)c3)C(C)C2)ccc1F (stereo not given)	3.7	-0.9	-0.1	0.0
65	Nc1ncc(Br)cc1S(=O)(=O)NCCC(=O)Nc1ccc(F)cc1F	-0.6	6.4	-0.8	-0.1
66	CCCN(CCC)C(=O)CSc1nc2ccsc2c(=O)n1CCc1ccccc1	4.3	17.8	0.2	0.8
67	CC1CCN(c2c(NCc3ccc(C(=O)Nc4ccc(F)cc4)cc3)c(=O)c2=O)CC1	3.8	7.0	-0.6	0.0
68	Cc1cccc(-n2nc3c(c2NC(=O)C(C)C)CS(=O)C3)c1C (stereo not given)	-2.5	-7.7	1.0	-0.1
69	Cc1cc(Cl)ccc1OCc1nc(=S)[nH][nH]1	6.4	4.0	-0.4	0.0
70	CN1C(=O)C(C)(C)c2cc(S(=O)(=O)N3CCC(N4CCCCC4)CC3)ccc21	6.3	2.8	2.2	0.0
71	CC(=O)NCCNC(=O)COc1ccc(Cl)cc1C	-1.5	-0.2	-1.2	0.0
72	CC(=O)Nc1ccc(C(=O)Nc2ccc(-c3nc4cc(C)ccc4o3)cc2)cc1	-11.9	5.6	-2.3	0.6
73	O=C(O)c1[nH]c2ccccc2c1CNCc1ccc(F)cc1	-1.9	1.9	-0.2	0.1
74	Cn1c(SCC(=O)Nc2cccc([N+](=O)[O-])c2)nnc1-c1cc(Cl)ccc1O	-10.7	-0.9	2.5	-0.1
75	O=S(=O)(c1ccc(Cl)cc1)n1c(Cc2ccccc2)nc2ccccc21	-1.1	1.6	0.5	0.1
76	COc1ccc(C=C2C(=O)OC3(CCCCC3)OC2=O)cc1OC	-12.7	0.8	-1.4	-0.2
77	COc1ccc(Br)c(C(=O)N/C(=C\c2cccc([N+](=O)[O-])c2)C(=O)Nc2ccc(C)cc2)c1	0.4	7.5	-1.0	0.3
78	O=C1c2ccccc2C(=O)N1c1ccccc1Cl	-4.3	-32.6	-0.3	0.1
79	CC1=NN(c2nc3ccccc3nc2Cl)C(=O)C1	-2.6	13.4	-1.1	0.4
80	CN(C)C(=O)CSc1nc(N)cc(=O)[nH]1	1.7	-4.8	-1.0	0.2
81	Cc1ccc(NC(=O)C(C)N2C(=O)c3ccccc3C2=O)nc1 (stereo not given)	-3.6	5.4	0.7	0.3
82	OCCC1CN(CC2=Cc3cc(Cl)ccc3OC2)CCN1Cc1cccs1 (stereo not given)	-7.6	4.3	-1.7	-0.1
83	CCOC(=O)CN1C(=O)S/C(=C/c2ccc(OCC(N)=O)c(OCC)c2)C1=O	2.3	8.6	0.2	0.2
84	CC(C)CC(=O)N1CCC2(CCC(CNC(=O)c3ccc(F)cc3)O2)CC1 (stereo not given)	5.3	-14.5	0.4	0.1
85	Cc1nc2nc(SCC(=O)O)nn2c(C)c1Cc1ccccc1Cl	2.0	1.5	-0.8	0.3
86	CC[C@H](C)[C@@H]1NC(=O)[C@H]2CN(C(=O)OCc3ccccc3)CCN2C1=O	-2.4	-1.5	-0.3	-0.1
87	Cc1ccc(NC(=O)CCC(=O)NNC(=O)C(c2ccccc2)c2ccccc2)c(C)c1	10.2	2.5	-1.5	0.0
88	O=C(CCCCn1c(=S)[nH]c2ccsc2c1=O)NCc1cccnc1	-8.5	-1.9	2.1	-0.1
89	CC1CCN(C(=O)CN2C(=O)C(C)(C)Oc3ccc(C(=O)NC4CCCC4)cc32)CC1	12.8	12.1	-0.2	0.1
90	Cc1ccc(S(=O)(=O)NCCN2CCN(c3ccc(Cl)cc3)CC2)s1	2.4	-9.1	-0.7	-0.3
91	Cc1nc2ccc(NC(=O)c3ccc(Cl)s3)cc2s1	-90.1	6.2	0.3	0.0
92	COc1ccc(C(N)=O)cc1NC(C)=O	-6.6	7.3	-0.2	0.5
93	COc1cc(/C=C2/C(=N)N3N=C(C(C)C)SC3=NC2=O)cc(Cl)c1OCc1ccc(F)cc1	1.6	-7.7	-1.5	-0.1
94	O=C1OC(c2ccc(F)cc2)=C/C1=C/c1ccc(O)cc1	6.3	3.2	0.5	0.0
95	Nc1ccc(C(=O)Nc2ccc(Oc3ccccc3)cc2)cc1	-34.2	1.7	0.8	0.0
96	COc1ccc(OC(C)C(=O)Nc2cccnc2)cc1 (stereo not given)	3.5	8.2	0.0	0.2
97	N#Cc1ccc(C(=O)N2CCOCC2)c(F)c1	7.8	-18.6	-1.1	0.4
98	COc1ccc2nc(NC(=O)c3sc4nc(C)[nH]c(=O)c4c3C)sc2c1	4.5	13.0	0.2	0.0
99	C#CCN(C)C(=O)c1cnc2scc(C)n2c1=O	3.1	1.5	-1.0	0.3
100	Cc1cc(=O)[nH]c(SCCOc2ccc(C)c(C)c2)n1	-5.3	1.9	-1.3	0.1
101	O=C(OC(OC(C(=O)NCc1ccco1)c1ccncc1)c1ccncc1)c1ccco1 (stereo not given)	0.2	7.7	0.0	0.0

No enrichment for hits. Share with any hit: about 3.4%.
